High-throughput results (PubChem)
A3A deaminase: human APOBEC3A DNA deaminase inhibition; 330,000 tested, 0.41% active; P31941; AID 493011; inhibition, % at 20 µM; recombinant A3A, FAM/TAMRA ssDNA deamination fluorescence;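 active means at least 40% inhibition at 20 µM here, with at most 30% in a related deaminase screen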;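 further: plate controls were A3A with DMSO for no effect and wells lacking A3A enzyme for full effect; some results filed as inactive read as strong as hits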
Target sequence (P31941 whole entry, looked up): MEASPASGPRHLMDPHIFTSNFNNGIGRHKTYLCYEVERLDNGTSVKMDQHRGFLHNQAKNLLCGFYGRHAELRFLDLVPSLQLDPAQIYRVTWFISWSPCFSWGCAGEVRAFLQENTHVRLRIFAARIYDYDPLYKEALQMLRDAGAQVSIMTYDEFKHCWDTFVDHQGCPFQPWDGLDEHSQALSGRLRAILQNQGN
mIAP block: mouse IAP inhibition; purified mouse IAP, CDP-Star luminescence, 30 min; inhibition, % at 10 µM; 330,000 tested, 0.2% active; AID 2806;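 active means inhibition of at least 40% at 10 µM in the primary screen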;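 further: plate controls were DMSO with enzyme for no effect and no enzyme wells for full effect; values of inactives mirror those of a sister screen read the other way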
hIAP activ: human IAP activation; P09923; purified human IAP, CDP-Star luminescence, 30 min; hits give high values; 1 = vehicle-only enzyme, 0 = enzyme-free background; activation factor at 10 µM; 330,000 tested, 0.16% active; AID 2524;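 active means activation factor of the enzyme at least 2-fold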; further: the source names both 10 and 20 µM as test concentration; values of inactives mirror those of a sister screen read the other way
Target sequence (P09923 whole entry, looked up): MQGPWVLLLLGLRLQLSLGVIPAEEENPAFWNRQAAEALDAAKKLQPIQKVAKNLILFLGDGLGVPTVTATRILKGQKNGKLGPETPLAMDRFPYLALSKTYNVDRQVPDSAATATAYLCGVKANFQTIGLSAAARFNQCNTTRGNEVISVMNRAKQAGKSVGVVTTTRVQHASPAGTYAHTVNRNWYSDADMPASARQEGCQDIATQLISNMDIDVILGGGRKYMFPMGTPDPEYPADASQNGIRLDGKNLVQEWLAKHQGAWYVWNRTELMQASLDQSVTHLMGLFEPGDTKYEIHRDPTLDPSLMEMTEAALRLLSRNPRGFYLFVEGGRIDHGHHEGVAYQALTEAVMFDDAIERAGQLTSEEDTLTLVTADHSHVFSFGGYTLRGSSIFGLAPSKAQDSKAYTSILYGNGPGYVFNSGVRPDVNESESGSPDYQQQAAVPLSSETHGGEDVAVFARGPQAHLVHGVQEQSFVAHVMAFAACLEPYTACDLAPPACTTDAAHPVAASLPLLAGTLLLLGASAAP
mIAP act: increases mouse intestinal alkaline phosphatase activity; 330,000 tested, 0.24% active; muIAP, CDP-Star luminescence, 30 min; hits give high values; 1 = vehicle-only enzyme signal, 0 = enzyme-free wells; AID 2805; activation factor at 10 µM;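 active means activation factor of at least 2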; further: the source names both 10 and 20 µM as test concentration; values of inactives mirror those of a sister screen read the other way
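System: Mouse IAP enzyme | Also added: CDP-Star substrate | Dosing: Compounds dispensed in DMSO | Schedule: 30 min enzyme-substrate-compound incubation at room temperature | Technique: Chemiluminescence readout | Control set: DMSO-only wells and no-enzyme negative control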
PfGluPho inh: PfG6PD (Plasmodium falciparum) enzyme inhibition; PfGluPho enzyme, NADPH resazurin-diaphorase fluorescence; inhibition, % at 20 µM; 350,000 tested, 0.78% active;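 active means inhibition reaching at least a set limit at 20 µM in the primary screen, cut at about 59% in these data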;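 further: 0% = DMSO wells with substrate and 100% = DMSO wells lacking glucose-6-phosphate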
ATG4B inh: blocks human ATG4B protease cleavage of LC3 substrate | Q9Y4P1 | ATG4B cleavage of LC3-PLA2, NBD-HPC fluorescence, 1 h | inhibition, % at 8.33 µM | 340,000 tested, 0.51% active | AID 504462; in the data active means inhibition above about 40%
HKDC1 inh: blocks human hexokinase HKDC1 activity; Q2TB90; recombinant HKDC1, G6PDH/diaphorase resazurin coupled fluorescence; inhibition, % at 20 µM; 340,000 tested, 0.16% active;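 active means inhibition above about 35% when tested at 20 µM, limit read from the data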;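 further: plate controls were DMSO wells with enzyme for no effect and DMSO wells lacking enzyme for full effect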
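System: Recombinant HKDC1 hexokinase | Amount: HKDC1 at 5 µg/mL | Reagent: Glucose with 1 mM ATP | Doses: Single 20 µM dose | Incubation: Reaction time 90 min, room temperature, protected from light | Signal: Coupled resazurin fluorescence, excitation 525 nm, emission 613 nm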
hIAP inh: blocks human intestinal alkaline phosphatase; AID 2544; 330,000 tested, 0.12% active; inhibition, % at 10 µM; P09923; purified IAP, CDP-Star luminescence, 30 min;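 active means inhibition reaching a set limit with compound at 10 µM in the primary screen, cut at about 35% in these data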;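 further: plate controls were DMSO wells with enzyme for no effect and no-enzyme buffer wells for full effect; values of inactives mirror those of a sister screen read the other way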
Numbers without * were called inactive. Not a hit list (roughly 2.4% active in at least one column).

mol | HKDC1 inh | PfGluPho inh | hIAP activ | A3A deaminase | ATG4B inh | mIAP act | hIAP inh | mIAP block
CCN1CCN(C(=S)Nc2cc(C(=O)OC)ccc2C(=O)OC)CC1 | -2 | 2 | 1.2 | -5 | 10 | 1 | -23 | -1
CC1(C)NC(=O)N(CC(=O)N2CCN(S(=O)(=O)c3ccccc3C(F)(F)F)CC2)C1=O | -3 | -8 | 1 | 0 | 3 | 1 | -1 | 0
Cc1cc2c(N=O)c(NO)ccc2[nH]1 | -3 | 70* | 1.1 | -3 | -2 | 0.93 | -7 | 7
CC(C)(C)NC(=O)NC(=O)CN1CCN(Cc2ccccc2)CC1 | -6 | 8 | 1.3 | 23 | -5 | 1.1 | -27 | -6
Cc1cc(/C=C2/SC(=O)N(CC(=O)OC(C)C)C2=O)c(C)n1C | -7 | 11 | 0.96 | -5 | 22 | 0.9 | 4 | 10
Clc1ncnc2scc(C3COc4ccccc4O3)c12 (stereo not given) | 28 | 7 | 1.2 | 1 | 3 | 0.92 | -23 | 8
O=C(c1ccc2c(c1)C(=O)N(c1ccc(Cl)cc1)C2=O)N1CCN(c2ccccn2)CC1 | -4 | 0 | 1.1 | 0 | -4 | 0.96 | -6 | 4
OCCC1CN(Cc2ccc(-c3ccco3)cc2)CCN1Cc1ccsc1 (stereo not given) | 1 | 12 | 0.94 | -4 | -12 | 0.96 | 6 | 4
CCOC(=O)C1CCN(C(=O)CCc2nnc3ccc(N4CCN(C)CC4)nn23)CC1 | -1 | -11 | 0.71 | -1 | 7 | 0.97 | 29 | 3
CN1CCN(NC(=O)Nc2ccc(Br)cc2)CC1 | -4 | -4 | 1 | -2 | 4 | 1.1 | 0 | -13
CCC(C)NS(=O)(=O)c1ccc(-c2csnn2)s1 (stereo not given) | -4 | 1 | 1 | -1 | -11 | 0.93 | -2 | 7
CN(C)S(=O)(=O)c1cc(NC(=O)[C@H](Cc2ccccc2)N2C(=O)c3ccccc3C2=O)ccc1Cl | 20 | 16 | 1.1 | 1 | -15 | 0.92 | -12 | 8
Fc1ccc(-c2cnn3c(-c4ccncc4)ccnc23)cc1 | 18 | 4 | 1 | -1 | -15 | 0.92 | -4 | 8
CCCSc1cc(Cl)nc(N)n1 | 8 | -7 | 0.91 | -6 | 0 | 1.1 | 9 | -6
CC(=O)c1ccc(S(=O)(=O)Nc2ccc(C(=O)NC3CC3)cc2)cc1 | -3 | -12 | 1.1 | 2 | -5 | 1 | -13 | -2
Cc1cc(=O)[nH]c(SC/C=C/c2ccccc2)n1 | -6 | -5 | 1.2 | -14 | 9 | 1 | -18 | -5

Entries shown so far containing an NH in an aromatic ring:
mol | HKDC1 inh | PfGluPho inh | hIAP activ | A3A deaminase | ATG4B inh | mIAP act | hIAP inh | mIAP block
Cc1cc2c(N=O)c(NO)ccc2[nH]1 | -3 | 70* | 1.1 | -3 | -2 | 0.93 | -7 | 7
Cc1cc(=O)[nH]c(SC/C=C/c2ccccc2)n1 | -6 | -5 | 1.2 | -14 | 9 | 1 | -18 | -5

(list continues)
mol | HKDC1 inh | PfGluPho inh | hIAP activ | A3A deaminase | ATG4B inh | mIAP act | hIAP inh | mIAP block
Cc1cccc2c(SCC(N)=O)nc(-c3ccccc3)nc12 | -1 | -5 | 0.89 | -3 | 3 | 0.97 | 11 | 3
Cn1nc(C(=O)OCC(=O)c2ccccc2)c2ccccc2c1=O | -5 | -7 | 0.95 | 0 | -8 | 0.85 | 5 | 15
O=[N+]([O-])c1ccc(S(=O)(=O)N2CCN(Cc3c[nH]c4ccccc34)CC2)cc1 | 2 | 3 | 0.96 | -2 | -1 | 0.92 | 4 | 8
COc1cccc(C(=O)N2CCC(N3CC(C)OC(C)C3)CC2)c1 (stereo not given) | -7 | 0 | 1.1 | 0 | -2 | 1 | -11 | -3
COc1ccc(NS(=O)(=O)c2cccc(C(=O)N/N=C(\C)c3ccncc3)c2)cc1 | 15 | -2 | 0.99 | -3 | -6 | 1.1 | 1 | -8
CCc1cc(C(=O)N2CCN(C(=O)c3ccco3)CC2)sc1C | -4 | -5 | 0.96 | -2 | -4 | 0.98 | 4 | 2
CSC1=NC2(C[C@H]2c2ccccc2)C(=O)N1C (stereo not given in full) | -3 | 15 | 0.96 | 1 | -2 | 0.92 | 4 | 8
O=C(Nc1nnc(C2CC2)s1)c1ccco1 | -13 | 8 | 0.87 | -3 | 3 | 0.94 | 13 | 6

Individual results from the entries so far:
HKDC1 inh with Cn1nc(C(=O)OCC(=O)c2ccccc2)c2ccccc2c1=O reads -5
mIAP block with COc1ccc(NS(=O)(=O)c2cccc(C(=O)N/N=C(\C)c3ccncc3)c2)cc1 reads -8

(list continues)
mol | HKDC1 inh | PfGluPho inh | hIAP activ | A3A deaminase | ATG4B inh | mIAP act | hIAP inh | mIAP block
C/C(=C\C(=O)c1ccc(C)cc1)NCc1ccc(F)cc1 | 7 | 8 | 0.84 | 0 | -3 | 0.91 | 16 | 9
O=C(O)CN=C1NC2(CCCCC2)Cc2ccccc21 | 7 | -11 | 0.95 | -3 | -1 | 1 | 5 | -3
Cc1cc(=O)[nH]c(SCC(=O)Nc2ccc(Br)cc2)c1C#N | 7 | -5 | 0.91 | 0 | 5 | 0.93 | 9 | 7
Cc1ccc(-c2n[nH]c(=S)c3ccccc23)cc1S(=O)(=O)NCC1CCCO1 (stereo not given) | -4 | 7 | 0.95 | 0 | -21 | 0.95 | 5 | 5
Cc1nc2c3ccccc3nc(NNC(=O)CCC(=O)N3CCN(c4ccc(F)cc4)CC3)n2n1 | 3 | -4 | 0.78 | 0 | 5 | 0.94 | 22 | 6
O=C(NC1CCCC1)C(c1ccccn1)N(C(=O)c1csnn1)C1CCCCC1 (stereo not given) | -2 | -6 | 1.2 | -5 | -9 | 1 | -16 | 0
Oc1ccccc1C=Nc1ccccc1-c1nc2ccccc2[nH]1 | -4 | 7 | 1.1 | -2 | 10 | 1.1 | -6 | -9
COc1ccc(C)cc1Nc1nnc(C)c(=O)[nH]1 | -9 | 6 | 1 | 2 | 2 | 1.1 | -5 | -9
COc1ccc2cc(S(=O)(=O)N3CCCC3)ccc2c1 | -4 | 8 | 1 | 1 | -10 | 0.96 | -1 | 4
O=C(COc1ccc(Cl)cc1)OCC(=O)N1CCCc2ccccc21 | -9 | -7 | 0.64 | 10 | 7 | 0.56 | 36* | 44*
CCCOC(=O)c1ccc(NC(=O)CN(C)Cc2cccs2)cc1 | 1 | 2 | 1.1 | 2 | -4 | 1 | -15 | -2
Cc1cc(=O)oc2c3c(cc(OCC(=O)Nc4ccc(CCO)cc4)c12)OC(C)(C)CC3 | 10 | 26 | 1 | -2 | -25 | 1.1 | 0 | -8
O=C(Nc1ccc([N+](=O)[O-])cc1)c1cn(-c2ccccc2)nc1-c1cc2ccccc2o1 | -8 | -7 | 0.9 | 0 | 4 | 0.94 | 10 | 6
O=C1NC2=C(C(=O)CCC2)C(c2ccccc2[N+](=O)[O-])N1 (stereo not given) | 5 | 28 | 1.1 | 8 | -5 | 0.93 | -9 | 7
COc1ccc(CN(C)CC(=O)Nc2sc3c(c2C#N)CCC3)cc1OC | -6 | 7 | 1.1 | -2 | -3 | 1.1 | -15 | -9
O=C(COc1ccccc1[N+](=O)[O-])Nc1cccc(Cl)c1N1CCOCC1 | 0 | 10 | 0.95 | -2 | 39 | 0.9 | 5 | 10
CCOC(=O)c1cc(-c2csc(COc3ccccc3)n2)on1 | 3 | 4 | 0.91 | -3 | 1 | 0.93 | 9 | 7
O=C(CSc1nc2ccccc2n1CC(=O)N1CCCCC1)N1CCCCC1 | -2 | -7 | 0.98 | -1 | -1 | 0.94 | 2 | 6
O=C(NC(NC(=S)N1CCOCC1)C(Cl)(Cl)Cl)c1cccc2ccccc12 (stereo not given) | 0 | 12 | 1 | -1 | -8 | 1.3 | -1 | -26
C=CC(=O)OCCOCCOCCOCCOC(=O)C=C | 2 | -18 | 0.89 | -3 | 7 | 0.97 | 11 | 3
O=C(COc1ccccc1)Nc1ccc(CSc2ccccc2)cc1 | 3 | -18 | 1.1 | 0 | -10 | 1 | -8 | 0
Cc1ccc(NC(=O)c2cnccn2)cc1S(=O)(=O)N1CCCCCC1 | -1 | 11 | 1 | 2 | -17 | 0.93 | -4 | 7
O=C(COC(=O)Cc1c(Cl)cccc1Cl)Nc1ccccc1-c1ccccc1 | 3 | -4 | 0.85 | -2 | 10 | 1 | 15 | 0
Cc1cc(NC(=O)c2ccc(NC(=O)C3CC3)cc2)no1 | -1 | -14 | 0.98 | -2 | -2 | 0.98 | 2 | 2
NNc1nc2sc3c(c2c(=O)n1Cc1ccccc1)CCC3 | 7 | 8 | 0.73 | 3 | -10 | 0.81 | 27 | 19
Cn1cnnc1SCC(=O)N1CCN(C(=O)c2ccco2)CC1 | -2 | -5 | 0.91 | 1 | -16 | 1 | 9 | -3
FC(F)(F)c1cccc(Oc2cc(C(F)(F)F)nc(-c3ccccn3)n2)c1 | 1 | 1 | 1.1 | 1 | 0 | 1 | -11 | -2
CCOc1ccccc1CN1CCNC(=O)C1CC(=O)NCCCn1cccn1 (stereo not given) | -2 | -11 | 1.2 | -3 | -4 | 1 | -18 | 0
CCc1cc2c(N=Nc3c(O)[nH]c4ccccc34)ncnc2s1 | -8 | 4 | 1.5 | -3 | -5 | 0.99 | -47 | 0
COc1ccc(-c2cc3nc(C)cc(-c4ccc(OC)cc4)n3n2)cc1 | 2 | 20 | 1.4 | -4 | -6 | 1 | -36 | -4
Nc1nc(SCc2ccc(Br)cc2)[nH]c(=O)c1-c1ccccc1 | -5 | -10 | 0.89 | 1 | 21 | 1.1 | 12 | -7
O=C(CSc1ccc(Cl)cc1)N/N=C/c1cccnc1 | -2 | 63* | 1 | 3 | -2 | 0.94 | -3 | 6
Cn1nc(CC(=O)NC2CCCCCCCCCCC2)c2ccccc2c1=O | -2 | -15 | 0.82 | 4 | 3 | 1.1 | 18 | -7
COC1(OC)N=C(N)C2(C#N)C(c3cccc(Oc4ccccc4)c3)C12C#N (stereo not given) | 4 | 7 | 1.1 | -12 | -5 | 0.88 | -8 | 12
CSCc1cc(N2CCOCC2)nc(SCc2ccc(Cl)c(Cl)c2)n1 | -3 | 26 | 0.89 | -1 | 14 | 0.83 | 11 | 16
O=C(CN1CCOc2ccccc21)NCc1ccccc1 | 6 | 3 | 0.92 | 3 | 13 | 0.96 | 8 | 4
COc1ccc2cc(/C=N/NC(=O)CN(c3ccccc3C)S(=O)(=O)c3ccccc3)c(Cl)nc2c1 | -5 | -6 | 1 | 4 | 8 | 0.92 | -2 | 8
COc1ccc(/C(N)=N/OC(=O)CCc2ccccc2)cc1OC | 1 | -4 | 1 | -3 | 3 | 0.95 | -4 | 5
Cc1cccc(-c2nnc(SCC(=O)C(C)(C)C)n2C)c1 | -8 | 0 | 1.1 | -1 | -2 | 1.1 | -6 | -6
O=c1cc(CO)oc(C(Nc2ccccn2)c2ccccc2F)c1O (stereo not given) | -8 | 12 | 1.1 | -2 | 0 | 0.99 | -14 | 1
Cc1cccc(C(=O)N(Cc2ccc(C)o2)C2CCS(=O)(=O)C2)c1 (stereo not given) | -2 | 11 | 1 | -5 | 1 | 0.99 | 0 | 1
CCOC(=O)c1nn(-c2cccc(Cl)c2)c2nc(Nc3ccccc3)cc(=O)n12 | 16 | 5 | 0.85 | -2 | -33 | 0.87 | 15 | 13
FC(F)(F)Oc1ccc(-c2cn3cccnc3n2)cc1 | -5 | 16 | 1 | 5 | -1 | 1 | 0 | -2
